Bioassay records as filed in PubChem.
DUSP3 inh = blocks human VHR1 dual specificity phosphatase. 290,000 compounds, 0.52% hits. AID 1654. recombinant VHR phosphatase, pNPP absorbance. inhibition, % at 13.3 µM; in the data active = inhibition above about 50%; note: some compounds called inactive have numbers as strong as hits
Target sequence (P51452 whole entry, looked up): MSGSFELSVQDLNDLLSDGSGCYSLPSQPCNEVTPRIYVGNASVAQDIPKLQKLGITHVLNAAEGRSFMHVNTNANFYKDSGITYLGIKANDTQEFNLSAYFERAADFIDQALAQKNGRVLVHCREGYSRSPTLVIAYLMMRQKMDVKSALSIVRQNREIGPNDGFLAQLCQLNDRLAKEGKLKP
Rv3671c inh = inhibits the M. tuberculosis serine protease Rv3671c. inhibition, % at 5.96 µM. 320,000 compounds, 0.048% hits; in the data active = inhibition above about 38%;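 note: extracellular domain of Rv3671c used as enzyme; 0% = enzyme with DMSO and 100% = no enzyme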
Target sequence (P9WHR9 whole entry, looked up, the tested form may be a part): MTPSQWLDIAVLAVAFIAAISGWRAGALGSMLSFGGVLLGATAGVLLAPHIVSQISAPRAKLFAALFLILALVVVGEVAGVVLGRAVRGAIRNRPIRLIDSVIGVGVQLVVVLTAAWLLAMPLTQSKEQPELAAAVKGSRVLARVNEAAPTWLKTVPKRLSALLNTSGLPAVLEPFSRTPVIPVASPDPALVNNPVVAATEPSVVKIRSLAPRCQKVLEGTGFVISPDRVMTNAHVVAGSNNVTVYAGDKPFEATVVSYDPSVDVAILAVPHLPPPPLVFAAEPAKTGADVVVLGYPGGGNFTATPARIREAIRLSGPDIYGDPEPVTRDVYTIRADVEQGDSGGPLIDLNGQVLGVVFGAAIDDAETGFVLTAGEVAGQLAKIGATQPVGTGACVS
UGM FP inh = inhibitors of M. tuberculosis UDP-galactopyranose mutase; P9WIQ1; purified UGM, fluorescence polarization probe displacement; inhibition, % at 10 µM; 320,000 compounds, 0.06% hits; AID 504406; in the data active = inhibition above about 10%, passing the limit was not always enough; inconclusive = no clear call, values can overlap the other calls
FBA Mtb inh = inhibitors of M. tuberculosis fructose-bisphosphate aldolase; 360,000 compounds, 2.3% hits; inhibition, % at 1 µM; purified M. tuberculosis FBA, fluorescence read-out; AID 588726; P9WQA3; in the data active = inhibition above about 27%;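 note: 0% = vehicle and 100% = reference inhibitor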
Target sequence (P9WQA3 whole entry, looked up): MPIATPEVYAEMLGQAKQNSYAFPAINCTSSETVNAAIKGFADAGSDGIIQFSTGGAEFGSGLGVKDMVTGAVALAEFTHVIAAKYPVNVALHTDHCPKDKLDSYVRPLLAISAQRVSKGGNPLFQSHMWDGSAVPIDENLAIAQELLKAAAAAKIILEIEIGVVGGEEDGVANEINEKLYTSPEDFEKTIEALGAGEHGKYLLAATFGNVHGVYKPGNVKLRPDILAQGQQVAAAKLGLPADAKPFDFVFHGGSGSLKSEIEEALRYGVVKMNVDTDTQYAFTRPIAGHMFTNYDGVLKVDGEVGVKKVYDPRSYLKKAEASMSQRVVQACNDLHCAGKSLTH
BoNT F protease = blocks Botulinum neurotoxin F light chain protease. Multiplex microsphere protease cleavage assay, flow cytometry. inhibition, % at 10 µM. AID 588497. 360,000 compounds, 0.22% hits; in the data active = inhibition above about 35%, passing the limit was not always enough; inconclusive = no clear call, values can overlap the other calls; note: plate controls were buffer without enzyme for full effect and enzyme alone for no effect
MazF activator = increases E. coli MazEF RNase cleavage of RNA. AID 504720. FAM/BHQ RNA-DNA oligo cleavage fluorescence, 5 h. activation, % at 20 µM. 350,000 compounds, 0.32% hits; in the data active = activation above about 50%
Target sequence (P0AE70 whole entry, looked up): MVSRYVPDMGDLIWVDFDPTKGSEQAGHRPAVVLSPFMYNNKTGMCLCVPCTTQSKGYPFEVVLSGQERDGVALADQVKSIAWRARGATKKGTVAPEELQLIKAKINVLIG
BioA inh = blocks M. tuberculosis BioA enzyme activity. inhibition, % at 9.99 µM. AID 602481. 360,000 compounds, 0.096% hits. purified M. tuberculosis BioA enzyme, plate reader; in the data active = inhibition above about 40%; inconclusive = no clear call, values can overlap the other calls
FadD28 FP inh = inhibitors of Mycobacterium tuberculosis FadD28 bisubstrate binding | FadD28 bisubstrate probe binding, fluorescence polarization | inhibition, % at 12.5 µM | 360,000 compounds, 0.22% hits; in the data active = inhibition above about 8.5%, passing the limit was not always enough; inconclusive = no clear call, values can overlap the other calls
CCHF vOTU inh = CCHFV vOTU protease inhibition; Pep-AMC fluorescence; inhibition, % at 11.5 µM; 370,000 compounds, 0.55% hits; AID 651958; note: 0% = vehicle wells with enzyme and 100% = no enzyme wells
GDH-TPI counter = counter-screen for M. tuberculosis FBA inhibitors: GDH-TPI coupled enzymes; GDH-TPI coupled enzyme counterscreen, NADH absorbance; inhibition, % at 4.8 µM; 360,000 compounds, 1.2% hits;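 note: 0% = DMSO wells and 100% = wells lacking the enzyme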
Numbers without * were called inactive; ? = inconclusive; / = not tested or not shown; & = joins results of further samples. Cut-off read from the data, not from the text of the source, unless noted: active = inhibition above about 30%; inactive = the rest.

SMILES | DUSP3 inh | Rv3671c inh | UGM FP inh | FBA Mtb inh | BoNT F protease | MazF activator | BioA inh | FadD28 FP inh | CCHF vOTU inh | GDH-TPI counter
Cc1cc(C)cc(-n2c(C)cc(C(=O)CSc3nnnn3C)c2C)c1 | 15.8 | -2.6 | 2.0 | -1.5 | ? | -2.5 | 4.3 | -5.0 | 5.2 | -5.6
CCOc1ccc(C(=O)Nc2nnc(S(=O)(=O)Nc3ccccc3C)s2)cc1 | 9.5 | -16.3 | 1.6 | -1.0 | -1.8 | 10.0 | -0.9 | -0.1 | 11.8 | 18.7
CC(C)(C)OC(=O)N1CCC(c2cc(=O)n3[nH]c(-c4ccc(Cl)cc4)cc3n2)CC1 | -20.3 | -3.8 | -1.3 | -0.7 | -5.9 | 7.8 | -1.0 | -1.0 | 1.0 | 3.4
COCCn1c(SCC(=O)N2CCc3ccccc3C2)nc2cc(Cl)ccc2c1=O | -2.9 | -3.1 | -1.9 | 3.4 | -8.6 | -6.4 | / | -2.3 | -10.9 | 9.3
O=C(NNC(=S)NC(=O)c1cccc([N+](=O)[O-])c1)c1ccc(O)cc1 | -28.0 | 2.2 | -1.5 | -0.2 | -8.1 | 11.9 | / | 0.6 | -2.9 | 10.2
COc1ccc2oc(C(=O)OC(C)C(=O)N3CCC(C)CC3)c(C)c2c1 (stereo not drawn) | / | 5.8 | -2.4 | 44.1* | -10.4 | 7.0 | 1.7 | -3.9 | -20.8 | 10.4
O=C(C1CC1)N1CCN=C1SCc1cccc(F)c1 | 40.6 | -0.5 | 0.0 | 5.1 | 1.9 | 6.3 | 0.3 | 0.1 | -0.9 | 3.4
COc1cccc(OCc2cc(C(=O)NC3CCOCC3)no2)c1 | 5.7 | 1.7 | -0.8 | -1.8 | -4.0 | -3.6 | -0.6 | -0.9 | 7.0 | 9.2
CC1CCN(C(=O)C(=O)Nc2sc3c(c2C(=O)O)CC(C)(C)OC3)CC1 | 8.0 | 5.1 | 2.0 | -1.0 | -8.1 | 12.1 | / | -2.3 | 8.9 | 12.7
CCOc1cc(C(=O)Nc2ncn[nH]2)cc(OCC)c1OCC | 9.0 | 8.1 | -1.6 | -3.4 | 2.7 | -19.2 | / | -0.4 | -1.8 | -1.3
CCOc1ccccc1NC(=O)CN(c1ccc(OC)cc1)S(=O)(=O)c1c(C)[nH]c(=O)[nH]c1=O | -9.0 | 5.6 | -0.2 | -1.9 | 4.3 | 2.1 | 1.3 | -4.4 | -2.6 | 0.5
COc1ccc(-c2c(=O)n(OCc3ccccc3[N+](=O)[O-])c3ccccc3[n+]2[O-])c(OC)c1 | 13.0 | 2.3 | -1.1 | -5.4 | 2.3 | 0.8 | / | -0.1 | 28.0 | 4.2
COc1cc(/C=C(\C#N)c2nc3ccccc3s2)ccc1OCC(=O)Nc1ccccc1 | -5.6 | -9.9 | -1.4 | -2.6 | 1.5 | 20.0 | / | -5.7 | / | 8.6
O=C1N=C(N2CCOCC2)S/C1=C\c1ccccc1OS(=O)(=O)c1ccccc1 | 5.4 | 8.4 | -2.2 | -1.0 | ? | 8.4 | 1.0 | -0.5 | 5.8 | 5.4
C[C@H](CO)N1C[C@H](C)[C@@H](CN(C)S(=O)(=O)c2cn(C)cn2)Oc2cc(Br)ccc2S1(=O)=O | / | / | / | -1.2 | 1.9 | 9.1 | 0.8&-1.9 | 0.0 | -12.2 | 2.4

Just GDH-TPI counter, DUSP3 inh and BoNT F protease, for some of the entries so far:
Structure	GDH-TPI counter	DUSP3 inh	BoNT F protease
C[C@H](CO)N1C[C@H](C)[C@@H](CN(C)S(=O)(=O)c2cn(C)cn2)Oc2cc(Br)ccc2S1(=O)=O	2.4	/	1.9
COc1cc(/C=C(\C#N)c2nc3ccccc3s2)ccc1OCC(=O)Nc1ccccc1	8.6	-5.6	1.5
CC(C)(C)OC(=O)N1CCC(c2cc(=O)n3[nH]c(-c4ccc(Cl)cc4)cc3n2)CC1	3.4	-20.3	-5.9
CCOc1cc(C(=O)Nc2ncn[nH]2)cc(OCC)c1OCC	-1.3	9.0	2.7
CC1CCN(C(=O)C(=O)Nc2sc3c(c2C(=O)O)CC(C)(C)OC3)CC1	12.7	8.0	-8.1

Other structures follow.
SMILES | DUSP3 inh | Rv3671c inh | UGM FP inh | FBA Mtb inh | BoNT F protease | MazF activator | BioA inh | FadD28 FP inh | CCHF vOTU inh | GDH-TPI counter
C=C(C)c1cccc(C(C)(C)NC(=O)NCc2ccc(OC)cc2)c1 | -6.9 | -2.8 | 0.1 | -1.9 | -6.5 | 6.8 | 0.1 | 0.6 | 2.4 | 3.3
Cc1ccccc1CCN(CC(=O)NCc1ccc(F)cc1)C(=O)c1csnn1 | -9.4 | 3.8 | -2.5 | 0.0 | -25.6 | 0.5 | -0.2 | -2.0 | 1.1 | -0.8
Cc1ccc(Nc2c([N+](=O)[O-])ccc3c2=NC2(CCCCC2)N=3)cc1 | 42.5 | 5.9 | 1.9 | -0.1 | -11.2 | 9.1 | 0.5 | 0.0 | -13.6 | 2.4
COc1ccc2c(c1)c(C(=O)N/N=C/c1ccc(O)c(O)c1)c(C)n2C | -7.4 | 5.4 | -1.3 | -5.2 | -8.6 | 6.4 | / | -0.9 | 2.5 | 43.7*
CC1C(=O)N2CCCc3cc(S(=O)(=O)N4CCN(c5ccccc5F)CC4)cc1c32 (stereo not drawn) | -3.6 | -12.2 | -2.6 | 1.7 | 2.3 | 0.4 | 0.4 | -0.7 | 2.5 | 4.3
O=c1cc(N2CCCCC2)[nH]c(=O)n1C1CCCCC1 | 25.6 | -0.8 | 1.7 | 1.4 | 1.4 | 2.3 | -2.2 | -0.6 | -2.3 | 6.2
CSc1ccc(C(=O)C2CCCN(CCCn3cccn3)C2)cc1 (stereo not drawn) | 30.7 | 3.7 | -1.5 | -4.0 | 37.2* | 1.1 | / | -0.6 | -6.4 | 8.0
Cn1c(=O)[nH]c2cc(Cl)cnc21 | 21.4 | 4.5 | 3.0 | 2.5 | 5.8 | -42.8 | -1.9 | -2.4 | 12.0 | 0.8
COc1ccc(OC)c(Nc2nc(-c3c(C)nc4ncccn34)cs2)c1 | / | -10.2 | -0.5 | -1.7 | ? | 13.0 | 6.3 | 4.5 | 2.5 | 3.4
COc1cccc(C(=O)C2CCCN(C(=O)c3ccc(C#CC(C)(C)O)cc3)C2)c1 (stereo not drawn) | 10.3 | 0.0 | -1.6 | 7.3 | -2.1 | 4.8 | / | 1.0 | -0.5 | 2.9
N#CC1=C(SCC(=O)NC2CCCCC2)NC(=O)CC1c1ccco1 (stereo not drawn) | 0.0 | -4.8 | 0.1 | -2.4 | -5.4 | -4.2 | / | -3.1 | 1.3 | -2.0
CC(=O)c1ccc(S(=O)(=O)NCCC(=O)N2CCN(c3ccccn3)CC2)cc1 | / | -4.8 | -1.4 | -2.6 | -3.2 | -0.6 | 0.5 | -3.2 | 10.7 | -1.0
O=C(COc1ccc(Cl)cc1Cl)NCC1(N2CCOCC2)CCCCC1 | / | 6.6 | 0.2 | 2.8 | 3.8 | -10.7 | 0.2 | -2.2 | -6.3 | -9.0
COC1c2ccccc2C(=O)N1CCc1ccc(Cl)cc1 (stereo not drawn) | 38.8 | -3.3 | -1.7 | -4.1 | 22.0 | -3.5 | 0.0 | -3.2 | 9.3 | -12.0
CC(C)N(C(=S)NCc1ccccc1)c1ccccc1 | 13.1 | -39.1 | 0.4 | 0.7 | 0.8 | 4.7 | / | -1.6 | 6.2 | 2.2
O=C(OCc1ccccc1)N1CCC2CC1c1ccc(N3CCNCC3)cc12 (stereo not drawn) | / | / | / | 0.1 | -7.9 | 10.0 | -1.8 | -1.8 | -3.2 | 3.1
COC(=O)Cc1ccc(NC(=S)NCc2ccco2)cc1 | 9.0 | 2.7 | -0.8 | 1.8 | 0.8 | 0.0 | 3.0 | -2.0 | -9.8 | 2.5
O=C(O)CC1S/C(=N/N=C/c2ccc(-c3ccc(Cl)c([N+](=O)[O-])c3)o2)NC1=O (stereo not drawn) | 1.7 | 8.8 | 5.2 | -2.1 | 1.1 | -5.1 | / | ? | 6.3 | 17.2
CCN(CC)C(=O)Oc1ccc(NC(C)=O)cc1 | -3.9 | -8.6 | 0.0 | -1.2 | 1.1 | 3.9 | 0.1 | -1.1 | 0.7 | 0.5
CC(=O)c1cc(C(C)=O)c(C)nc1C | -6.4 | 5.3 | 1.1 | -2.2 | 1.1 | 9.0 | 0.0 | -1.0 | 6.6 | -2.9
C=Cc1ccc(Cn2c(C)c(C(=O)NCc3ccc(C#N)cc3)sc2=O)cc1 | / | / | / | 3.3 | -0.4 | / | -1.2 | -8.9 | 2.5 | -2.4
COc1ccc(N(C(=O)c2cccnc2)S(=O)(=O)c2ccccc2)cc1 | 12.9 | -11.2 | 1.9 | 0.9 | 4.3 | 0.9 | 0.7 | -1.9 | 8.1 | 1.9
O=C(Cn1cnc2c(nnn2Cc2ccc(F)cc2)c1=O)NCc1ccco1 | 4.2 | -4.7 | -0.5 | 0.2 | -1.0 | -12.7 | 7.9 | -2.5 | -1.1 | -6.2
Cc1ccc(-n2ncc3c(N4CCN(c5ccc(F)cc5)CC4)ncnc32)c(C)c1 | -7.3 | 1.2 | 3.1 | 1.1 | -7.1 | -10.8 | 0.8 | -1.1 | 2.5 | 9.0
CC(=O)c1ccc(NC(=S)Nc2cccc3cnccc23)cc1 | 19.1 | 3.8 | 0.9 | 3.2 | -2.6 | 2.5 | / | -4.4 | 39.0* | 16.1
COc1ccc(Br)cc1-c1nc(CCl)cs1 | 9.3 | -1.0 | 2.9 | -2.1 | 1.8 | 5.7 | / | -2.1 | -4.2 | 14.3
CC1(CCc2ccccc2)NC(=O)N(CC(=O)O)C1=O (stereo not drawn) | 26.3 | 1.6 | -1.3 | 1.6 | -2.0 | -2.8 | -1.2 | 0.5 | -5.7 | 0.5
OC[C@@H]1CN(Cc2ccccc2)C[C@H](n2cnc3c(NCc4ccco4)ncnc32)O1 | / | / | / | -3.1 | 2.5 | / | 2.0 | -1.9 | 0.9 | 1.3
Cc1c(NC(=O)c2cccs2)cccc1C(=O)O | 14.7 | -10.0 | 4.6 | 2.1 | 2.0 | 6.4 | -2.7 | -2.7 | -7.6 | -10.1
CC(C)(C)c1ccc(CC(=O)N2CCC2(C)C(=O)NS(=O)(=O)c2ccc(F)cc2F)cc1 (stereo not drawn) | / | / | / | -1.6 | -10.3 | / | -2.0 | -2.0 | 4.2 | 8.0
CCCCCC(=O)N1C[C@H](O)[C@@H](n2cc(-c3ccc(F)cc3)nn2)C[C@@H]1c1ccccc1 | / | / | / | -0.1 | -0.9 | 7.8 | / | -1.8 | 16.3 | 1.4
CC1(C)CC2(CC(c3ccccc3)c3ccc(O)cc3O2)NC(=S)N1 (stereo not drawn) | 11.1 | -2.5 | 0.1 | -0.7 | 3.1 | 5.4 | / | -10.0 | -15.4 | -1.2
Cc1cc(C)cc(NC(=O)C(=O)NCCc2c[nH]c3ccccc23)c1 | 16.6 | 4.2 | -0.5 | 3.1 | -9.4 | 0.5 | -1.2 | -0.7 | 14.1 | 6.0
Cc1ccc(C)c(NC(=O)CN(C)C(=O)c2sccc2C)c1 | / | -10.2 | -0.7 | 4.5 | -3.1 | 4.5 | -1.9 | -1.2 | -3.2 | 7.7
Cc1ccc(/C=N/Nc2ccc(Cl)nn2)cc1 | 11.2 | 6.5 | 2.9 | 1.5 | -1.6 | 3.7 | / | -2.7 | 3.1 | 8.9
O=C(Cn1c2ccccc2c(=O)c2ccccc21)N/N=C/c1ccc(N2CCCC2)c([N+](=O)[O-])c1 | -1.0 | -9.9 | 0.7 | 10.6 | -6.1 | 1.4 | 1.9 | 0.6 | -4.3 | 11.5
O=C(O)CCCN1C(=O)/C(=C\c2ccco2)SC1=S | 11.1 | / | / | -4.7 | -2.2 | -1.4 | / | 5.4 | 1.7 | -3.5

Single entries from the results shown:
In BioA inh, Cc1cc(C)cc(-n2c(C)cc(C(=O)CSc3nnnn3C)c2C)c1 reads 4.3
In CCHF vOTU inh, COC(=O)Cc1ccc(NC(=S)NCc2ccco2)cc1 reads -9.8

Outcome played no part in choosing rows, and some 4.9% of all compounds hit somewhere here.
